# All columns: NCI-60 one-dose screen, growth in % after 48 h at 10 µM unless noted; 100 = growth as untreated, 0 = no growth, -100 = all killed.
# SF-539: SF-539 CNS cancer; 81,000 tested, 6.8% active; AID 1794752
# HCC-2998: HCC-2998 colon cancer; 79,000 tested, 4.7% active; AID 1794799
# SF-268: SF-268 CNS cancer cells. 82,000 tested, 3.1% active
# SF-295: SF-295 CNS cancer cells. 79,000 tested, 5.6% active. AID 1794758
# SNB-19: SNB-19 CNS cancer cells; 81,000 tested, 2.5% active
# SNB-75: SNB-75 CNS cancer. 79,000 tested, 5% active. AID 1794750
# U251: U251 CNS tumor cells. 80,000 tested, 5.4% active. AID 1794753
# PC-3: PC-3 prostate cancer cells. 80,000 tested, 3.9% active. AID 1794754
# Active calls of the source: *; / = not tested or not shown; & = joins results of further samples. How the source made its calls: active means growth percent below 10; inactive means the rest. This is a random part of the collection; any-hit rate near 10%.
SMILES,SF-539,HCC-2998,SF-268,SF-295,SNB-19,SNB-75,U251,PC-3
COc1cc(/C=C\c2cccnc2Nc2cc(OC)c(OC)c(OC)c2)cc(OC)c1OC,88.6,96.1,92.3,92.8,95.1,67.4,83.2,/
CN1C(=O)N(C)C2Nn3c(s/c(=C\c4cccc([N+](=O)[O-])c4)c3=O)=NC21 (stereo not drawn),97.0,112.0,93.5,89.9,93.3,/,99.2,81.3
COc1ccc2nc3cc(Cl)ccc3c(N3CCN(c4nccc(NCc5ccccc5)n4)CC3)c2c1,/,84.3,72.3,81.6,96.0,69.2,69.0,78.7
O=C(O)C/C1=C/CCCCCC1,97.8,116.7,101.2,94.1,/,82.1,110.2,96.0
Cc1ccc2nc(NC(=O)Nc3cccc(Cl)c3)sc2c1,101.8,122.1,118.5,98.8,102.6,108.1,111.1,92.4
NS(=O)(=O)c1ccc(CN/C=C/C(=O)c2cc3cc(Br)ccc3oc2=O)cc1,92.6,103.2,90.2,102.6,100.4,69.9,101.5,85.4
CSc1nc2ccccc2cc1/C=C1/C=C(c2ccccc2)NC1=O,96.4,93.2,87.2,67.0,80.1,79.3,78.8,70.4
COc1cc(-c2cc(C(=O)Nc3nc4ccc(Cl)cc4s3)nc3cc(-c4ccccc4)nn23)cc(OC)c1OC,101.1,107.7,/,105.6,103.1,76.5,109.2,95.6
CCOc1cc2c(cc1OCC)C(c1cc(OC)c(O)cc1Cl)NCC2 (stereo not drawn),101.5,63.2,100.4,/,102.6,82.2,84.1,/
O=CNc1cc([N+](=O)[O-])ccc1O,112.9,108.2,115.8,97.1,98.7,87.4,94.8,98.0
CC(=O)C(=Cc1ccc(Cl)cc1)C(C)=O,97.1,/,99.7,103.2,96.5,93.1,88.6,94.5
CC(=O)O[C@@H]1CC[C@]2(C)C3=C(CC[C@H]2[C@@]1(C)CO)[C@@]1(C)CC[C@@H]([C@H](CCC=C(C)C)C(=O)O)[C@]1(C)CC3,97.9,97.0,101.5,92.4,103.3,87.7,103.2,74.1

# An excerpt from above in order of formula weight, ascending.
SMILES,SF-539,HCC-2998,SF-268,SF-295,SNB-19,SNB-75,U251,PC-3
O=C(O)C/C1=C/CCCCCC1,97.8,116.7,101.2,94.1,/,82.1,110.2,96.0
O=CNc1cc([N+](=O)[O-])ccc1O,112.9,108.2,115.8,97.1,98.7,87.4,94.8,98.0
CSc1nc2ccccc2cc1/C=C1/C=C(c2ccccc2)NC1=O,96.4,93.2,87.2,67.0,80.1,79.3,78.8,70.4
NS(=O)(=O)c1ccc(CN/C=C/C(=O)c2cc3cc(Br)ccc3oc2=O)cc1,92.6,103.2,90.2,102.6,100.4,69.9,101.5,85.4
COc1ccc2nc3cc(Cl)ccc3c(N3CCN(c4nccc(NCc5ccccc5)n4)CC3)c2c1,/,84.3,72.3,81.6,96.0,69.2,69.0,78.7
COc1cc(-c2cc(C(=O)Nc3nc4ccc(Cl)cc4s3)nc3cc(-c4ccccc4)nn23)cc(OC)c1OC,101.1,107.7,/,105.6,103.1,76.5,109.2,95.6

# The results go on.
SMILES,SF-539,HCC-2998,SF-268,SF-295,SNB-19,SNB-75,U251,PC-3
CCOC(=O)c1sc(NC(=O)c2cc(OC)c(OC)c(OC)c2)nc1C,103.3,57.4,97.3,110.4,118.0,98.5,105.6,65.1
O=C(CNC(=O)Cn1c(=O)[nH]c2ccccc2c1=O)N=Nc1c(O)[nH]c2ccccc12,94.9,107.6,104.1,95.5,96.5,114.0,99.6,85.5
Cc1cc(O)c(N=Nc2ccc(C(=O)O)cc2)cc1C,84.3,96.4,98.3,103.6,81.0,96.3,99.1,112.5
COc1ccc(C2SCC(=O)N2CCCN2CCOCC2)cc1OC (stereo not drawn),103.0,102.9,101.2,104.3,99.6,103.7,106.4,99.6
CC(=O)n1nc(C(=O)OCc2ccc(C)cc2)c2ccccc21,98.8,98.2,96.4,103.3,98.4,/,92.6,95.6
CCCCNC(=O)C(=O)NCCCC,100.6,114.4,97.9,102.3,/,116.1,114.4,104.6
COc1ccc(CSc2nnc(-c3nn(-c4ccc(Cl)cc4Cl)c(-c4ccc(Cl)cc4)c3C)n2CCc2ccccc2)cc1,93.0,95.8,95.9,95.5,94.8,101.7,89.8,69.5
O=[N+]([O-])c1c(I)cc(O)cc1I,102.2,106.9,103.2,108.0,98.9,99.9,94.8,79.5
CCN(CC)CC(O)c1ccc2ccc3ccc(O)cc3c2c1 (stereo not drawn),82.6,102.4,101.9,96.8,94.1,78.9,91.0,79.4
O=C1CC2C=CCN2C=C1NC(=O)c1ccncc1 (stereo not drawn),112.1,100.4,101.4,104.6,111.9,99.5,94.5,90.9
c1coc(CNc2cc(Nc3ccc(OCCN4CCCCC4)cc3)ncn2)c1,107.3,118.0,87.8,92.7,97.4,/,98.1,92.8
COc1ccc(C2=NN(c3nc(-c4ccc(OC)c(OC)c4)c(C#N)c(=O)n3C)C(=O)CC2)cc1,97.8,107.1,96.7,92.8,94.4,83.2,96.3,89.1
COc1ccccc1NC(=O)N/N=C/c1c[nH]c2ccccc12,-11.4*,6.4*,30.9,-14.5*,40.6,20.8,20.0,35.2
O=C(c1ccc(Cl)cc1)c1ccc(Cl)cc1,106.9,96.7,104.5,102.0,108.7,112.1,/,110.3
N#Cc1c(-c2ccc(F)cc2)nc(NNC(N)=S)nc1N1CCOCC1,93.6,105.4,98.5,97.8,98.0,91.3,100.2,94.1
C=C(C)CNCC(=C)C,98.0&105.7,100.4&100.0,100.0&101.0,96.6&102.2,98.3&106.4,90.0&103.2,91.9&101.0,79.7&91.9
COc1cc(C2c3cccn3-c3ccccc3N2C(C)=O)cc(OC)c1OC (stereo not drawn),101.3,97.0,94.6,90.2,101.3,92.5,91.9,79.0
CCCCOc1nc2ccc(Cl)cc2cc1/C=C/C(=O)/C=C/c1ccc(OC)cc1,104.1,92.7,95.4,112.9,105.2,97.9,80.5,88.9
Cc1ccc(S(=O)(=O)NCC[C@@H]2C[C@H]2c2cc3ccccc3o2)cc1,100.8,111.4,98.0,94.9,104.4,98.6,98.4,98.4
COc1cccc(-c2nn(-c3ccccc3)cc2-c2ccnc(NCCNC(=O)c3cccc(C(F)(F)F)c3)c2)c1,99.2,80.8,82.3,71.5,81.7,82.1,59.5,32.1
C/C(=N/NC(N)=O)c1ccccc1,102.8,106.4,102.2,99.5,109.4,91.7,94.7,99.9
COC(=O)[C@@]1(C)CC[C@]2(C)CC[C@]3(C)C(=CC(=O)[C@@H]4[C@@]5(C)Cc6c(n(CC#CCN7CCN(C)CC7)c7ccccc67)C(C)(C)[C@@H]5CC[C@]43C)[C@@H]2C1,91.5,94.8,86.6,85.9,54.3,100.1,57.5,62.1
CC(C)(N)c1cn(Cc2ccc(Cl)cc2)nn1,106.6,102.2,94.4,105.1,93.3,74.5,97.4,105.4
Cc1nc2sc(C(=O)Nc3ccccc3)c(N)c2cc1C(C)O (stereo not drawn),6.5*,46.8,53.4,21.9,24.3,30.9,21.7,21.5
O=C(CC1(O)C(=O)N(Cc2ccc(F)cc2)c2ccccc21)c1cccs1 (stereo not drawn),107.5,101.2,105.9,/,96.1,94.6,96.9,92.7
CCNC1(C#N)CCN(Cc2ccccc2)CC1,101.7,103.0,106.7,101.8,108.1,82.4,96.6,94.5
N#Cc1ncoc1N1CCN(c2ccc(F)cc2)CC1,100.6,95.6,95.9,104.0,115.5,71.4,101.3,108.3
O=C(O)c1cn(C2CC2)c2cc(N3CCN(C(=O)CCCN4C(=O)S/C(=C/c5ccc(F)cc5)C4=O)CC3)c(F)cc2c1=O,94.2,103.1,96.9,101.5,93.8,83.5,97.0,105.8
Nc1[nH]c(=S)[nH]c(=O)c1Br,101.9,96.7,100.3,98.9,99.4,103.5,97.3,96.5
COC(=O)CCC(C(=O)CN1C(=O)c2ccccc2C1=O)N1C(=O)c2ccccc2C1=O (stereo not drawn),82.1&115.8,107.4,107.3&113.2,110.9,97.8&109.5,83.4&93.8,103.7&98.0,91.2&94.2
COc1cc(/C(C)=C(\c2ccc(Cl)cc2)c2ccc(OCCN)cc2)ccc1F,100.9,99.9,107.7,94.5,102.4,98.9,105.4,92.2
O/N=C(/CSc1n[nH]c(-c2ccncc2)n1)c1ccc(Cl)cc1,96.7,/,97.0,95.0,90.2,68.4,94.4,98.3
Cc1nn(-c2ccc(Cl)cc2Cl)c(=O)n1C#N,105.4,93.0,142.2,131.4,99.1,93.8,112.5,93.8
c1coc(CNc2ncnc3nc[nH]c23)c1,102.6,96.1,100.7,100.6,105.2,81.9,91.1,86.7
C=C(C)COC(=O)c1cccc(C(=O)OCC2(C)CO2)c1 (stereo not drawn),101.2,111.2,106.2,94.2,103.0,91.2,103.0,100.5
CCO/C=N/c1oc(-c2ccccc2)cc1C#N,91.5,108.3,91.7,101.8,96.1,91.3,94.6,92.2
O=C(/C=C/c1ccc(Oc2ccc(Cl)cc2)cc1)c1ccc(Br)cc1,107.9,106.4,109.6,102.0,101.5,109.2,98.1,108.5
N#C/C(=C\c1ccc(-c2cccc(C(F)(F)F)c2)o1)c1nc(-c2ccco2)cs1,91.4,29.5,99.8,94.2,93.8,82.2,96.4,90.0
CCCCCCCCCCOC(=O)Nc1cccc2ccccc12,96.8,98.4,96.3,103.0,110.1,98.1,96.2,96.7
COc1ccc(C2SC(C)C(=O)N2CCc2cccs2)cc1OC (stereo not drawn),94.1,84.0,89.2,75.5,86.9,69.1,83.2,65.7
CC(C)(C)OC(=O)CN1CCc2c(sc3ncnc(N/N=C/c4ccc(Br)cc4)c23)C1,78.3,110.8,104.7,102.4,95.2,55.5,96.3,81.2
C(=Nc1ccccc1)c1ccc[nH]1,101.7,103.5,108.6,113.5,101.2,87.4,111.4,105.5
CCCNC(=O)c1ccc(NS(=O)(=O)c2ccc3c(c2)OCCCO3)cc1,93.1,101.8,97.6,98.6,100.0,85.7,98.1,88.3
Cc1ccc(NS(=O)(=O)c2ccc3c(c2)C(=O)CC(c2ccc(C(=O)C(C)C)cc2)N3)cc1C (stereo not drawn),71.5,89.9,68.0,37.7,68.2,55.7,68.0,46.0
NC(N)=NC1CCc2ccccc2C1 (stereo not drawn),104.1,97.7,103.3,109.0,99.2,100.4,83.4,70.0
O=C(COc1ccccc1)NCc1ccco1,95.4,/,96.5,111.7,107.7,87.7,100.0,93.0
Nc1ccc(-c2cn3ccsc3n2)cc1,94.9,104.1,108.9,104.0,96.2,100.5,97.0,121.0
COc1ccc([C@H]2c3[nH]c4ccccc4c3C[C@@H]3C(=O)N(C4CCN(Cc5c(F)cccc5F)CC4)CC(=O)N23)c(OC)c1,73.8,83.3,62.8,82.5,76.4,65.0,74.6,51.5

# Of the compounds above, these have a CF3 group:
SMILES,SF-539,HCC-2998,SF-268,SF-295,SNB-19,SNB-75,U251,PC-3
COc1cccc(-c2nn(-c3ccccc3)cc2-c2ccnc(NCCNC(=O)c3cccc(C(F)(F)F)c3)c2)c1,99.2,80.8,82.3,71.5,81.7,82.1,59.5,32.1
N#C/C(=C\c1ccc(-c2cccc(C(F)(F)F)c2)o1)c1nc(-c2ccco2)cs1,91.4,29.5,99.8,94.2,93.8,82.2,96.4,90.0

# (more compounds)
SMILES,SF-539,HCC-2998,SF-268,SF-295,SNB-19,SNB-75,U251,PC-3
CCOC(=O)c1[nH]n(-c2ccccc2)c(=O)c1/C=N/C(=S)NCCc1ccc(OC)c(OC)c1,92.5,111.4,99.6,95.6,112.2,84.2,92.4,101.7
Brc1ccc([I+]c2ccc(Br)cc2)cc1,27.3,25.0,-56.7*,27.5,-92.4*,-82.2*,-85.0*,24.7
c1ccc(-c2nc(NCCc3c[nH]c4ccccc34)c3ccccc3n2)cc1,92.0,96.2,99.8,86.6,104.6,/,91.6,78.2
CCOC(=O)Oc1ccc(Cl)cc1,117.3,103.8,104.9,91.8,100.4,103.6,98.6,93.6
CCCCNC(=O)/C=C\C(=O)O,109.0,91.8,102.9,98.0,108.6,95.5,105.8,/
C[C@H](O)C[C@H]1CC1c1ccc2ccccc2c1 (stereo partly drawn),98.2,108.9,103.4,/,100.1,84.0,102.7,106.4
O=C(Nc1ccc([N+](=O)[O-])cc1)N1CCCCC1,104.8,95.6,107.7,97.1,105.2,93.6,/,94.9
CCCCNC(=O)c1ccccc1C(=O)NC1(C(=O)NCCCC)CCCC1,96.4&102.0,111.6&103.0,104.9&106.4,104.8&105.3,107.6&102.5,93.9&88.0,104.0&101.2,92.4&103.4
CC(C)=C1C(=O)Nc2cc(Cl)c(CCCl)cc21,94.9,115.3,110.0,98.4,98.4,91.2,101.5,99.9
O=C1Nc2ccc(F)cc2/C1=C\c1ccc(O)cc1,72.7,110.9,95.9,92.9,85.7,86.4,83.9,98.6
COC(=O)[C@@]1(/C=C/c2ccccc2)C(=O)N(c2ccc(OC)cc2)[C@@]1(C(=O)OC)c1ccccc1,85.8,99.6,89.5,102.6,/,88.1,83.6,49.7
NC(=O)c1ccccc1OCc1ccccc1,95.9,113.0,71.4,102.0,/,76.5,92.7,95.7
COc1cc(C(=O)c2c(-c3ccccc3)oc3ccccc23)cc(OC)c1O,8.3*,78.4,59.9,14.3,32.8,-1.5*,25.6,43.9
CCOP(=O)(OCC)/C(C#N)=C/c1ccc(N(C)C)cc1,108.7,103.0,102.7,102.7,102.5,102.3,/,97.4
CCCC[n+]1ccc2ccccc2c1,99.9,98.5,106.9,106.0,107.9,104.0,104.8,96.8
O=C(Nc1c(Cl)cccc1Cl)Oc1c(Br)cc(Br)cc1Br,94.9,103.4,105.5,86.0,104.1,95.4,/,93.1
O=c1oc2cc(OS(=O)(=O)c3ccc(C(F)(F)F)cc3)ccc2c2c1CCCCCC2,89.2,94.3,97.3,/,84.7,106.0,78.6,70.7
COc1ccc(-c2c(Nn3cnnn3)no[n+]2[O-])cc1,56.3,56.2,66.3,51.6,71.0,29.6,55.4,59.4
